PLCb3 inh: PLC-beta3 (human) inhibition, primary screen. Q01970. 370,000 compounds, 0.18% hits. Purified PLC-beta3, fluorogenic substrate, fluorescence. inhibition, % at 12.2 µM; in the data active = inhibition above about 11%;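 also: 0% = median of compound wells on plate and 100% = full blocker control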
ADAM17 inh: inhibits human ADAM17; P78536; recombinant ADAM17, EDANS/DABCYL FRET peptide cleavage; inhibition, % at 6.95 µM; 370,000 compounds, 0.83% hits;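 active = inhibition above the mean of compounds lying between control limits plus 3 SD, set per campaign, cut at about 8.5% in these data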;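 also: 0% = DMSO-only wells as the low control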
UHRF1 MBD2 ctr: blocks human UHRF1 binding to methylated DNA; Q96T88; UHRF1 binding to methylated oligo, TR-FRET; inhibition, % at 4.4 µM; 370,000 compounds, 0.75% hits; AID 687016; in the data active = inhibition above about 21%;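 also: UHRF1 SRA domain binding a hemimethylated CpG hairpin DNA probe; 0% = median of test compound wells and 100% = reference inhibitor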
PLC-gamma1 inh: PLC-gamma1 (human) inhibition, primary screen; P19174; purified PLC-gamma1, fluorogenic substrate, fluorescence; 370,000 compounds, 0.84% hits; inhibition, % at 12.2 µM; in the data active = inhibition above about 9.5%
Tn7 DDE FP: inhibitors of Tn7 peptide binding to human fibrin DD(E) | P02675 | FP displacement of FITC-Tn7 peptide from fibrin DD(E); 0% = median of compound wells per plate | inhibition, % at 8.3 µM | 370,000 compounds, 0.13% hits;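 active = inhibition above the mean of compounds falling within the control limits plus 3 SD of them, cut at about 14% in these data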;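 also: 0% = plate median of compound wells and 100% = 10 µM Aha-Tn7 peptide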
Target sequence (P02675 whole entry, looked up): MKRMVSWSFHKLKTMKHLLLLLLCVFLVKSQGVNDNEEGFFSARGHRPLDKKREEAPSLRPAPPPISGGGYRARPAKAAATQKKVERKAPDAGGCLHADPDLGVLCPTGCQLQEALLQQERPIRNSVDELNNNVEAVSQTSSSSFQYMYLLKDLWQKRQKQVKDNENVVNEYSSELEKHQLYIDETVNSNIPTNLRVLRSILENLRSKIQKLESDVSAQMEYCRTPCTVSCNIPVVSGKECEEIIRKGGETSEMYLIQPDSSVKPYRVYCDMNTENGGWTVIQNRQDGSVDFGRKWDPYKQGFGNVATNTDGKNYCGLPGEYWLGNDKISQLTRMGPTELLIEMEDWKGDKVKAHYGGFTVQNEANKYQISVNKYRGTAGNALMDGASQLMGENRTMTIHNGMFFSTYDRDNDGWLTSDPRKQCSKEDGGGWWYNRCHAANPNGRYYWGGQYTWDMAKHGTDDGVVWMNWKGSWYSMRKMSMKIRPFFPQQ
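System: human fibrin DD(E); quantity: Fibrin-DD(E) at 2 µM final; also added: fluorescent Tn7 probe at 0.1 µM; compound dosing: single nominal test concentration of 8.3 µM per compound; schedule: 10 min preincubation, 3 h with tracer, room temperature; detection: fluorescence polarization of the labelled Tn7 tracer; repeats: one replicate per compound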
ARFGAP1 inhibitor: rat ARFGAP1 inhibition. Q62848. Arfgap1-stimulated ARF1 GTP hydrolysis, GDP FP detection. inhibition, % at 16.5 µM. 360,000 compounds, 0.26% hits. AID 651572;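 active = inhibition above a per-plate limit, mean inhibition of low control wells plus 3 SD, cut at about 25% in these data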;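 also: 0% = DMSO wells with enzyme and 100% = wells lacking Arfgap1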
Target sequence (Q62848 1-136 limits assumed): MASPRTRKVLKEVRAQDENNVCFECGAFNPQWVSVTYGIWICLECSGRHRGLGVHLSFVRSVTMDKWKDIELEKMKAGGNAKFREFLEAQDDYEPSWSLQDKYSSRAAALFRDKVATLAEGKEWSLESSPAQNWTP
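Assay system: purified rat His6-Arfgap1 residues 1-136 (GAP domain); Reagent: human Δ17 ARF1 bound to GTP; Dosing: 16.5 µM single point, 1.26% DMSO; Times: GTP hydrolysis reaction 2 h at 25 °C; Signal: FP, GDP Alexa 633 tracer displaced from anti-GDP antibody, 620/688 nm; Measure: % inhibition from polarization.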
ASAP1 inh: ASAP1 ArfGAP inhibition. Q9ULH1. ASAP1-stimulated ARF1 GTP hydrolysis, GDP FP detection. inhibition, % at 16.5 µM. 360,000 compounds, 0.19% hits; in the data active = inhibition above about 25%;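 also: 0% = vehicle with enzyme and substrate and 100% = no enzyme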
Tn6 DDE FP: inhibitors of Tn6 peptide binding to human fibrin DD(E) | P02675 | Fibrin DD(E) TRITC-Tn6 fluorescence polarization displacement | inhibition, % at 8.3 µM | 370,000 compounds, 0.21% hits;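 active = inhibition above a per-campaign cutoff: mean of compounds within control limits plus 3 SD, cut at about 15% in these data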;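 also: 0% = median of all compound wells on the plate and 100% = blocking peptide control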
proKLK7 act: activators of human kallikrein-7 zymogen. purified proKLK7, EDANS-DABCYL substrate fluorescence; 100% is mature enzyme control, 0% vehicle. activation, % at 7 µM. 370,000 compounds, 0.9% hits. AID 652039;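 active = activation above the mean of all tested compounds plus 3 SD, computed per campaign excluding outliers beyond control limits, cut at about 13% in these data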
Target sequence (P49862 whole entry, looked up): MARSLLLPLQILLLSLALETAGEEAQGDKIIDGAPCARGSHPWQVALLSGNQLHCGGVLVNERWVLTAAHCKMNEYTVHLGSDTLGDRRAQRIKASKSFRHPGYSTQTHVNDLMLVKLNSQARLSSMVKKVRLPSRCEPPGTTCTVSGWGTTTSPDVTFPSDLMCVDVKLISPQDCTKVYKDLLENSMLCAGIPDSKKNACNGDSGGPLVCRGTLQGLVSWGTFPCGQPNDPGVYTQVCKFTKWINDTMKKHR
MBD2 inh: blocks human MBD2 binding to methylated DNA | inhibition, % at 4.4 µM | Q9UBB5 | 370,000 compounds, 0.31% hits | TR-FRET, MBD2 binding to methylated oligonucleotide; in the data active = inhibition above about 13%
An asterisk follows results filed as active; i = inactive; . = not tested or not shown.

Every second line gives: PLCb3 inh	ADAM17 inh	UHRF1 MBD2 ctr	PLC-gamma1 inh	Tn7 DDE FP	ARFGAP1 inhibitor	ASAP1 inh	Tn6 DDE FP	proKLK7 act	MBD2 inh
(1) CCOc1cc(CNCc2cccnc2)cc(Br)c1OCC(N)=O
    -2	0	0	1	3	-6	0	2	-1.0	-1
(2) Cn1nc(C(=O)N2CCc3ccccc3C2)c2ccccc2c1=O
    2	-2	-2	2	3	0	-8	-1	0.1	-4
(3) CC(C)CC(N)c1csc(Nc2ccc(C(F)(F)F)cn2)n1 (configuration not stated)
    -3	-3	-1	-5	10	17	-8	4	0.1	1
(4) CC(=O)Nc1cccc(OCCCOc2cccc([N+](=O)[O-])c2)c1
    2	0	-9	1	-6	15	3	-4	0.4	-5
(5) CC(C)(C)OC(=O)N[C@@H](Cc1ccccc1)C(=O)NCC1CCC(C(=O)O)CC1 (some centres not stated)
    -8	-4	1	-1	-1	-2	6	-10	-0.2	-4
(6) O=C(O)c1ccc(N=Cc2c(O)ccc3ccccc23)cc1
    -6	-6	-3	-3	-2	4	9	-4	-0.2	2
(7) CC1(C)Cc2nc3oc4c(N(CCO)Cc5ccccc5)ncnc4c3cc2CO1
    -60	-18	3	-55	0	-22	-8	-6	0.6	1
(8) CCCCSc1n[nH]c(=S)c2nc[nH]c12
    -3	1	1	1	3	5	-3	1	0.0	7
(9) Cc1nnc(N/N=C/c2ccc(Br)cc2)n1N
    1	0	8	6	-3	6	-4	0	-0.5	2
(10) CCCCCCCCCCCC1N=C(N)NC(CCCO)=C1C(=O)OC (configuration not stated)
    -10	1	5	6	3	-7	2	-6	-0.2	8

Looked up by structure from the list above:
Every second line gives: PLCb3 inh	ADAM17 inh	UHRF1 MBD2 ctr	PLC-gamma1 inh	Tn7 DDE FP	ARFGAP1 inhibitor	ASAP1 inh	Tn6 DDE FP	proKLK7 act	MBD2 inh
(9) Cc1nnc(N/N=C/c2ccc(Br)cc2)n1N
    1	0	8	6	-3	6	-4	0	-0.5	2
(5) CC(C)(C)OC(=O)N[C@@H](Cc1ccccc1)C(=O)NCC1CCC(C(=O)O)CC1 (some centres not stated)
    -8	-4	1	-1	-1	-2	6	-10	-0.2	-4

Three of the compounds above, with tabs:
No.	Compound	PLCb3 inh	ADAM17 inh	UHRF1 MBD2 ctr	PLC-gamma1 inh	Tn7 DDE FP	ARFGAP1 inhibitor	ASAP1 inh	Tn6 DDE FP	proKLK7 act	MBD2 inh
7	CC1(C)Cc2nc3oc4c(N(CCO)Cc5ccccc5)ncnc4c3cc2CO1	-60	-18	3	-55	0	-22	-8	-6	0.6	1
8	CCCCSc1n[nH]c(=S)c2nc[nH]c12	-3	1	1	1	3	5	-3	1	0.0	7
9	Cc1nnc(N/N=C/c2ccc(Br)cc2)n1N	1	0	8	6	-3	6	-4	0	-0.5	2

More structures follow:
Every second line gives: PLCb3 inh	ADAM17 inh	UHRF1 MBD2 ctr	PLC-gamma1 inh	Tn7 DDE FP	ARFGAP1 inhibitor	ASAP1 inh	Tn6 DDE FP	proKLK7 act	MBD2 inh
(11) COC(=O)c1cc(Br)ccc1NC(=O)Nc1ccccc1
    2	-4	-5	1	1	3	-6	-2	0.0	3
(12) COc1ccc(C(=O)NC(Cc2ccccc2)c2ccc3c(c2)OCCCO3)cc1 (configuration not stated)
    1	6	-2	6	6	2	-4	5	-0.1	-2
(13) CCc1ccc(C2CC(c3cccc(Cl)c3)n3nc(N)nc3N2)cc1 (configuration not stated)
    -200	-90	-6	-174	2	-2	-5	-13	2.1	-4
(14) CC(CC(=O)O)CC(=O)Nc1ccc(Br)cc1 (configuration not stated)
    -3	1	0	0	-3	0	4	3	-0.1	0
(15) COC(=O)[C@@H]1C(c2ccccc2)(c2ccccc2)[C@@]1(C)C(=O)OC
    1	3	0	1	-7	5	-13	0	-0.4	-3
(16) COc1cc(OC)cc(-c2c(-c3cccs3)c3cc(-c4cnc(OC)nc4)ccc3n2C)c1
    -32	-7	1	-29	2	-2	7	6	-0.2	1
(17) O=C(CN1CCN(Cc2ccccc2)CC1)NC(=O)NCc1ccco1
    -1	-4	-2	-1	0	-8	13	8	1.5	1
(18) CCOC(=O)C1=C(c2ccccc2)N2CCS(=O)(=O)N=C2S1
    2	-1	2	3	-6	16	-3	-3	0.4	-7
(19) S=C(Nc1ccc(Cl)cc1)NC1CCCCC1
    -12	-9	4	-3	-3	9	2	-9	-1.2	4
(20) CSCCC(NC(=O)c1ccccc1Br)C(=O)N1CCC(C)CC1 (configuration not stated)
    0	0	-2	1	-2	-6	-8	5	-0.3	3
(21) O=C(NC1(Cc2ccccc2)CCN(CCc2cccs2)C1=O)c1ccccc1 (configuration not stated)
    -2	-4	-1	-2	-8	3	9	6	0.2	0
(22) CC1CCCC(NC(=O)C2CCN(S(=O)(=O)N3CCCCC3)CC2)C1C (configuration not stated)
    6	4	-2	0	8	9	-6	5	-0.8	6
(23) COc1ccc(-c2nn3cnnc3s2)cc1OC
    -5	-4	-8	-3	-1	-6	-5	3	0.3	2
(24) O=[N+]([O-])c1ccccc1C1Nc2cccc3cccc(c23)N1
    0	0	-1	1	-5	11	6	9	-1.0	-1
(25) CSc1ncnc2c1ncn2CCCNCc1cccc2ccccc12
    1	-1	11	2	-9	18	-15	5	0.1	3
(26) CCc1ccc(NS(=O)(=O)c2ccc(OC)c3ncccc23)cc1
    -8	0	-2	0	2	7	-6	-1	0.1	2
(27) CC1(OC(=O)CCc2ccccc2)C(=O)C=C2C=C(c3ccc(C#N)cc3)N(Cc3ccccc3)C=C2C1=O (configuration not stated)
    -79	-12	-2	-58	-1	-7	-4	-2	-0.8	-5
(28) COc1cc(CNCc2ccc3c(c2)OCO3)c([N+](=O)[O-])cc1OC
    -6	0	2	-2	1	3	-1	8	-0.6	1
(29) C[C@H]1CC[C@]2(O[C@H](CCO)C[C@H](O)[C@H]2O)O1
    -1	-6	1	1	8	3	3	7	-0.4	0
(30) CC(=O)Nc1ccc(S(=O)(=O)N2CC(=O)NC(=O)C2)cc1
    -4	1	0	1	1	-8	-1	1	0.1	-7

An excerpt from above in order of molar mass, falling:
Every second line gives: PLCb3 inh	ADAM17 inh	UHRF1 MBD2 ctr	PLC-gamma1 inh	Tn7 DDE FP	ARFGAP1 inhibitor	ASAP1 inh	Tn6 DDE FP	proKLK7 act	MBD2 inh
(27) CC1(OC(=O)CCc2ccccc2)C(=O)C=C2C=C(c3ccc(C#N)cc3)N(Cc3ccccc3)C=C2C1=O (configuration not stated)
    -79	-12	-2	-58	-1	-7	-4	-2	-0.8	-5
(25) CSc1ncnc2c1ncn2CCCNCc1cccc2ccccc12
    1	-1	11	2	-9	18	-15	5	0.1	3
(28) COc1cc(CNCc2ccc3c(c2)OCO3)c([N+](=O)[O-])cc1OC
    -6	0	2	-2	1	3	-1	8	-0.6	1
(29) C[C@H]1CC[C@]2(O[C@H](CCO)C[C@H](O)[C@H]2O)O1
    -1	-6	1	1	8	3	3	7	-0.4	0

Next part
Every second line gives: PLCb3 inh	ADAM17 inh	UHRF1 MBD2 ctr	PLC-gamma1 inh	Tn7 DDE FP	ARFGAP1 inhibitor	ASAP1 inh	Tn6 DDE FP	proKLK7 act	MBD2 inh
(31) Cc1cccc(N(C(=O)c2csnn2)C(C(=O)NCc2ccccc2)c2ccncc2)c1 (configuration not stated)
    -36	5	-1	9	0	-7	-5	1	-0.1	0
(32) Cc1cc(C)n2nc(CC(=O)NCc3ccccc3Cl)nc2n1
    3	-1	-1	2	0	3	-7	4	0.3	-2
(33) Cc1cccc(N2CCN(CC(=O)N(C)Cc3ccccc3)CC2C)c1 (configuration not stated)
    0	-1	4	0	-4	-6	-9	-2	1.2	-4
(34) CC1C[C@@]2(NC(=O)NC2=O)C(C)CN1C (some centres not stated)
    -2	-2	6	-1	5	3	-8	4	-0.3	1
(35) CCCCN(CCCNC(=O)Cn1nc(CC)n2c(cc3sc(C)cc32)c1=O)Cc1ccccc1
    -10	-2	0	4	3	8	-14	2	-0.4	5
(36) COC(=O)c1cc(C)sc1NC(=O)CCCC(=O)O
    1	-2	1	0	-6	8	-4	2	0.3	3
(37) COc1ccc(/C=C/c2c(-c3ccc(OC)cc3)oc3ccc(-c4ccc(OC)cc4)cc23)cc1
    -6	-4	13	-5	-5	-6	-6	3	-0.3	4
(38) C/C(=N\Nc1nc(N)cc(Cl)n1)c1ccc(Cl)c(Cl)c1
    -7	-2	-2	-3	2	6	-1	-4	0.2	-2
(39) COc1ccc2cc(OCC(=O)NNC(=O)Nc3ccc(OC)c(OC)c3)ccc2c1
    -4	-3	-4	2	-3	10	8	2	-1.0	-5
(40) O=S(=O)(NCCc1cn2ccccc2n1)c1ccc2c(c1)CCCC2
    -6	-1	1	1	3	-5	6	-2	0.2	6
(41) CCCCN1C[C@H](c2ccc(OC)cc2)[C@@H](CC(=O)Nc2ccc(OC)cc2)C1=O
    -5	-5	12	0	1	-6	8	-2	0.2	4
(42) COC(=O)[C@@]12C[C@@H](CC(=O)NCc3cccc4ccccc34)C(=O)N(Cc3ccccc3)C1=CCC(C)(C)C2
    1	9	2	2	-5	3	8	-7	-0.3	-2
(43) Cc1cc(C)cc(NC(=O)CCc2c(C)nn(-c3ccc(N4CCOCC4)nn3)c2C)c1
    -14	3	-1	-5	-12	-4	9	0	0.3	-4
(44) COc1ccccc1N1CCN(C(=O)c2cc3c(C)nn(-c4ccccc4)c3s2)CC1
    -4	2	-1	-1	3	.	.	-9	0.4	2
(45) Cc1ccc(NC(=O)C2=C(O)c3sccc3N(C)S2(=O)=O)cc1
    -4	-1	13	-1	-1	-13	-4	-1	-0.7	3
(46) N#Cc1nc(-c2cccs2)oc1NCc1ccco1
    i	i	-4	i	-5	5	4	-2	8.0	-5
(47) Cc1cc(OC(C)C)c2c(-c3ccccc3)cc(=O)oc2c1
    -121	-1	-2	-87	12	-9	-10	-1	-3.1	-7
(48) O=C(N[C@H](CO)Cc1ccccc1)[C@H]1O[C@@H](n2ccc(=O)[nH]c2=O)[C@H](O)[C@@H]1O
    2	-6	-1	0	-3	-8	0	-5	0.0	-3
(49) CCOc1cccc2sc(N(CCN(C)C)C(=O)CCS(=O)(=O)c3ccccc3)nc12
    -7	-5	1	-1	5	-2	-1	3	-0.4	1
(50) O=C(Nc1ccon1)Nc1cc(Cl)ccc1Cl
    -3	4	3	5	-3	6	2	-4	0.5	5

2 of these compounds, set out differently:
No. | SMILES | PLCb3 inh | ADAM17 inh | UHRF1 MBD2 ctr | PLC-gamma1 inh | Tn7 DDE FP | ARFGAP1 inhibitor | ASAP1 inh | Tn6 DDE FP | proKLK7 act | MBD2 inh
13 | CCc1ccc(C2CC(c3cccc(Cl)c3)n3nc(N)nc3N2)cc1 (configuration not stated) | -200 | -90 | -6 | -174 | 2 | -2 | -5 | -13 | 2.1 | -4
50 | O=C(Nc1ccon1)Nc1cc(Cl)ccc1Cl | -3 | 4 | 3 | 5 | -3 | 6 | 2 | -4 | 0.5 | 5
